Bioassay records as filed in PubChem.
GAA glycogen mod = alters human alpha-glucosidase cleavage of glycogen | P10253 | recombinant GAA, glycogen substrate, Amplex Red glucose oxidase fluorescence | Potency, µM (doses to about 76.4 µM), inactives show top-dose activity change, negative = inhibition, actives largely listed as inhibitors | 0.38% of 300,000 active; active = well fitted inhibition curve with a large enough effect; inconclusive = small, poorly fitted or top-dose-only effect, or another doubt; inactive = no such curve, though single readings can be large or run the other way;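 also: 0% = full enzyme reaction and -100% = no-enzyme basal signal; the screen sought inhibitors and activators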
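Recombinant human alpha-glucosidase (4 nM final) hydrolysed bovine liver glycogen (30 ug) for 40 min at 37 C in pH 5.0 citrate/phosphate with 0.01% Tween-20. Released glucose detected by glucose oxidase/Amplex Red, Ex 573/Em 610 nm. Compounds up to 77 uM; AC50 from Hill fits.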
* marks the source's active call; other numbers are inactive results; ? = inconclusive; [ ] = remark or other dose. Potency is read from the fitted curve at half-maximal effect.

SMILES	GAA glycogen mod
O=C(Nc1ccccn1)c1ccc(Cl)c(S(=O)(=O)N2CCOCC2)c1	2%[76.3 µM]
Oc1ccc(/C=N/N2CCCCC2)c(O)c1	11µM*
CC1Cc2cc(/C(O)=C3/C(=O)C(=O)N(Cc4ccncc4)C3c3ccc(N(C)C)cc3)ccc2O1 (centres undefined)	1%[76.3 µM]
CCOCCCN(C)C1CCN(C(=O)c2oc3ccccc3c2NC(=O)COc2ccc(F)cc2)CC1	-12%[76.3 µM]
COc1cccc(N2CC(C)Cn3c2nc2c3c(=O)[nH]c(=O)n2C)c1 (centres undefined)	1%
Cc1ccccc1CCNC(=O)C1CCCN(c2cnccn2)C1 (centres undefined)	-9%[76.3 µM]
O=C(NCCCn1ccnc1)Nc1ccc2c(c1)OCO2	1%
CN(CC(=O)NCc1ccccc1F)S(=O)(=O)c1ccc(Cl)cc1	0%
Cc1nnsc1S(=O)(=O)c1ccccc1	3%
COc1ccc(COC(=O)c2cccc(S(=O)(=O)N3CCCC3)c2)cc1F	-1%[76.3 µM]
COc1cc(C(C)=O)ccc1OC(=O)CN1C(=O)c2ccccc2C1=O	-10%
O=C(c1ccc(NS(=O)(=O)c2cccc(F)c2)cc1)N1CCCCC1	0%[76.3 µM]
COc1cc(CNc2ccc3[nH]c(=O)[nH]c3c2)ccc1OCc1ccccc1Cl	?
COc1ccc(C(=O)NC(=S)N2CCNC(=O)C2CC(=O)OC(C)C)cc1 (centres undefined)	-1%[76.3 µM]
CCOC(=O)C1CCN(C(=O)c2cc3c(C)cc(C)cc3[nH]2)CC1	-6%
CCCc1nc2cc3c(cc2[nH]1)n(C)c(=O)n3C	3%
OCC(CO)(CO)NCC(O)CN1c2ccccc2Sc2ccccc21 (centres undefined)	6%
O=C(CSc1nc(Nc2ccccc2)nc(N2CCOCC2)n1)Nc1cc(Cl)ccc1O	?
COC(=O)c1ccc(NC(=O)c2ccc3nccnc3c2)cc1	-11%
O=C1c2ccccc2C(=O)C2OC12 (centres undefined)	5%
O=C(CN1C(=O)c2ccccc2S1(=O)=O)NCCSCc1cccc(Cl)c1	-3%
CC(COc1ccc(C(C)C)cc1)NC(=O)c1ccc(Br)o1 (centres undefined)	-1%[76.3 µM]
CCN(CC)CCCNC(=O)c1cc2c(=O)n(CC)c3ccccc3c2s1	4%
Cc1ccc(CNC(=O)Cn2c(=O)n(CC(=O)N3CCCCC3)c(=O)c3sccc32)cc1	-1%[76.3 µM]
Cc1cccc(/C=N/NC(=O)c2ccc3c(c2)OCCO3)c1O	-5%[76.3 µM]
CC1CCC(C(=O)NC(C(=O)NCCc2ccc(S(N)(=O)=O)cc2)C(C)C)CC1 (centres undefined)	0%
COc1ccc(N2CCCC2)c(NC(=O)COc2ccccc2Cl)c1	-15%[76.3 µM]
O=C(OCc1ccc(Br)cc1)c1cnc(Cl)c(Cl)c1	-2%
COc1ccc(NC(=O)c2cc(C)no2)cc1Cl	-5%
Cc1onc(-c2c(F)cccc2Cl)c1C(=O)N(C)CCc1ccccn1	8%[76.3 µM]
Cc1nnc(C)n1/N=C/c1ccc(-c2ccccc2Cl)o1	3%[76.3 µM]
CC(OC(=O)C1CCN(S(=O)(=O)c2ccccc2C(F)(F)F)CC1)C(=O)N(C)Cc1ccccc1 (centres undefined)	-3%[76.3 µM]
COc1cc(Br)cc(/C=C/c2ccc3cccc(O)c3n2)c1O	-7%
CCC1=NN2C(=N)/C(=C/c3ccc(OS(=O)(=O)c4ccc(C)cc4)c(OC)c3)C(=O)N=C2S1	-11%[76.3 µM]
Nn1cnc2scc(-c3ccco3)c2c1=O	-15%
O=S(=O)(c1ccc(Br)cc1)N1CCC(c2nc3ccccc3[nH]2)CC1	3%
CCN1CCN(C(=O)CCNC(=O)Cn2cnc3ccccc3c2=O)CC1	6%[76.3 µM]
CC(=O)Nc1cccc(NC(=O)CS(=O)(=O)c2cn(CC(=O)N(C(C)C)C(C)C)c3ccccc23)c1	-16%[76.3 µM]
COc1ccccc1CNCC(=O)Nc1ccc(C#N)cc1	-15%
CCN(CC)C(=O)CSc1nc2c(sc(=S)n2-c2ccccc2OC)c(=O)n1-c1ccccc1	-17%
COc1cc(NS(=O)(=O)c2ccc(NC(=S)NC(=O)c3ccc(F)cc3)cc2)nc(OC)n1	-3%
CC(Sc1nnc(CNC(=O)c2ccco2)n1C)C(=O)Nc1nccs1 (centres undefined)	5%
O=C(CSc1ccccc1)NC1CCCCCCC1	-3%[76.3 µM]
COc1ccc(CCNC(=O)c2ccc(S(=O)(=O)N(C)c3ccccc3)cc2)cc1OC	-13%
CCc1ccc(N2C(=O)C(Cl)=C(N3CCCCCC3)C2=O)cc1	-8%
COc1ccc(C(=O)NCCONC(=O)c2ccc(OC)cc2)cc1	5%[76.3 µM]
COc1ccccc1N(CC(=O)N1CCC(C(N)=O)CC1)S(=O)(=O)c1ccccc1	-1%[76.3 µM]
CC(=O)NC(=S)Nc1ccc(NC(=S)NC(=O)c2cccs2)cc1	-6%[76.3 µM]
COCCNC(=O)c1ccc(N2CC3CC(C2)c2cccc(=O)n2C3)c(NC(=O)c2ccc(F)cc2)c1 (centres undefined)	-20%[76.3 µM]
COc1c2ccoc2c(OC(C)=O)c2oc(C)cc(=O)c12	-3%
O=C1OC2(CCCCC2)CC2=C1C1O[C@](c3ccsc3)(Cc3c1ccc1ccccc31)O2	-13%[15.3 µM]
CCc1nc2nc(C)c(NS(=O)(=O)c3ccc(Cl)cc3)c(=O)n2[nH]1	2%
CCOc1cc(C(=O)N=c2sccn2C)cc(Br)c1OC	-5%[76.3 µM]
O=C(Cn1c(=O)oc2ccccc21)Nc1ccccc1C(F)(F)F	3%
COCCCNC(=O)C1CCC(CNS(=O)(=O)c2ccc3c(c2)CC(C)N3C(=O)C2CC2)CC1 (centres undefined)	-8%[76.3 µM]
Cn1c(=O)c(C(=O)NNC(=O)c2cccc(Cl)c2)c(O)c2ccccc21	-5%
COc1ccc(S(=O)(=O)N(C)c2ccc(C(=O)Nc3cccnc3)cc2)cc1OC	-5%[76.3 µM]
COc1ccc(Cl)cc1S(=O)(=O)N1CCCC(C(=O)NCCc2ccccc2)C1 (centres undefined)	4%[76.3 µM]
CCc1ccc(NC(=O)C2CCN(S(=O)(=O)c3c(C)noc3/C=C/N(C)C)CC2)cc1	4%[76.3 µM]
Cc1ccc(N(CC(=O)NCc2ccc(F)cc2)C(=O)CCC(=O)Nc2ccccn2)cc1C	9%
Going on with the list:
SMILES	GAA glycogen mod
O=[N+]([O-])c1ccc(-c2nc(NCc3cccnc3)c3ccccc3n2)cc1	2%
CSCCC(NC(=O)/C(=C/c1ccco1)NC(=O)c1ccc(Br)o1)C(=O)O (centres undefined)	2%
COc1ccc(CN(C)C(=O)c2cccc(NS(=O)(=O)c3ccccc3)c2)cc1F	2%
CCCCn1c(CCNC(=O)c2ccco2)nc2ccccc21	3%[76.3 µM]
CC1(c2ccccc2Br)NC(=O)N(CC(=O)Nc2ccc(S(N)(=O)=O)cc2)C1=O (centres undefined)	-9%
CN(CC(=O)Nc1ccc(N2CCOCC2)cc1)C(=O)c1ccc(O)c(Cl)c1	0%[76.3 µM]
COCCn1c(SCC(=O)Nc2cc(C)on2)nnc1C(C)C	1%[76.3 µM]
Cc1cc(NC(=O)COC(=O)C2CCN(S(=O)(=O)c3ccccc3)CC2)c([N+](=O)[O-])cc1C	-8%[76.3 µM]
CC1(C)Cc2c(sc(NC(=O)C(=O)N3CCOCC3)c2C#N)CO1	-9%[76.3 µM]
O=C(C1CCC(CNS(=O)(=O)c2ccccc2)CC1)N1CCCCC1 (centres undefined)	0%
NS(=O)(=O)c1ccc(CCNC(=O)c2ccc(C(=O)c3ccccc3)cc2)cc1	13%
CC1(C)CC(=O)C=C(Nc2ccc(C(=O)O)c(O)c2)C1	-4%

Compounds above containing an NH in an aromatic ring:
SMILES	GAA glycogen mod
COc1cccc(N2CC(C)Cn3c2nc2c3c(=O)[nH]c(=O)n2C)c1 (centres undefined)	1%
COc1cc(CNc2ccc3[nH]c(=O)[nH]c3c2)ccc1OCc1ccccc1Cl	?
CCOC(=O)C1CCN(C(=O)c2cc3c(C)cc(C)cc3[nH]2)CC1	-6%
CCCc1nc2cc3c(cc2[nH]1)n(C)c(=O)n3C	3%
O=S(=O)(c1ccc(Br)cc1)N1CCC(c2nc3ccccc3[nH]2)CC1	3%
CCc1nc2nc(C)c(NS(=O)(=O)c3ccc(Cl)cc3)c(=O)n2[nH]1	2%

(more compounds)
SMILES	GAA glycogen mod
COc1ccc(C(C#N)c2nc3ccccc3nc2Cl)cc1 (centres undefined)	?
CN(C)c1ccc(N=Nc2ccccc2Br)cc1	2%
COc1cccc(CN2CCNC(=O)C2CC(=O)NC2CCCC2)c1OC (centres undefined)	-10%[76.3 µM]
O=C(CCc1nnc2ccc(N3CCC4(CC3)OCCO4)nn12)N1CCCCC1	-8%[76.3 µM]
O=C(COc1ccc(Cl)cc1)NNC(=S)NCc1ccccc1	-2%
CCN(CC)CCCNC(=O)c1cc(Nc2ccc(OC)cc2)nc2ccccc12	0%
O=C(N/N=C/c1c[nH]c2ccccc12)c1ccc(O)c(O)c1	?
CCc1ccc(NS(=O)(=O)c2ccc3c(c2)CCN3C(=O)CCC(=O)O)cc1	1%
COc1cccc(N2CCN(C(=O)CCc3nnc4ccc(N5CCCC5)nn34)CC2)c1	-3%[76.3 µM]
O=C(Nc1cccc(F)c1)C1CCCN1C(=O)OCc1ccccc1 (centres undefined)	-6%[76.3 µM]
CCOC(=O)C1(Cc2cccc(Cl)c2)CCCN(C(=O)CN2C(=O)CSC2=O)C1 (centres undefined)	0%[76.3 µM]
CCCCOc1ccc(C(=O)N2CCN(CC(=O)Nc3ccc(C)cc3)CC2)cc1OC	1%[76.3 µM]

The last six records of the section above lead into the next:
SMILES	GAA glycogen mod
O=C(N/N=C/c1c[nH]c2ccccc12)c1ccc(O)c(O)c1	?
CCc1ccc(NS(=O)(=O)c2ccc3c(c2)CCN3C(=O)CCC(=O)O)cc1	1%
COc1cccc(N2CCN(C(=O)CCc3nnc4ccc(N5CCCC5)nn34)CC2)c1	-3%[76.3 µM]
O=C(Nc1cccc(F)c1)C1CCCN1C(=O)OCc1ccccc1 (centres undefined)	-6%[76.3 µM]
CCOC(=O)C1(Cc2cccc(Cl)c2)CCCN(C(=O)CN2C(=O)CSC2=O)C1 (centres undefined)	0%[76.3 µM]
CCCCOc1ccc(C(=O)N2CCN(CC(=O)Nc3ccc(C)cc3)CC2)cc1OC	1%[76.3 µM]
O=C(NCc1ccccc1)C(c1cccnc1)N(C(=O)c1csnn1)c1ccc(F)cc1 (centres undefined)	2%
CCOC(=O)C1CCN(C(=O)C2(NC(=O)Nc3ccc(F)cc3F)CCCCC2)CC1	-1%[76.3 µM]
C/C(CC(=O)Nc1cccc(Br)c1)=N\NC(=O)c1ccc(O)cc1O	?
CCO/C=N/Nc1nc(C(F)(F)F)nc2c1cnn2Cc1ccccc1	?
CN(CC(=O)Nc1ccccc1Br)C(=O)c1ccc(COc2ccccc2)cc1	0%[76.3 µM]
CC(=O)c1c(C)[nH]c(C(=O)Nc2cccc(C(F)(F)F)c2)c1C	1%
CCc1csc(CCNC(=O)C2CCC(=O)N(Cc3ccccc3F)C2)n1 (centres undefined)	3%[76.3 µM]
O=C(Nc1cccnc1Cl)c1cccc(S(=O)(=O)N2CCOCC2)c1	-2%[76.3 µM]
Cc1ccc(N2C(=O)C(Cl)=C(N3CCCCCC3)C2=O)c(C)c1	1%
O=c1cc(Cl)[nH]c(=O)n1Cc1ccccc1	5%
O=C(Nc1ccc(N2CCOCC2)cc1)c1cccc(-n2cnnc2)c1	-2%[76.3 µM]
N=c1c(S(=O)(=O)c2ccc(Br)cc2)cc2c(=O)n3ccccc3nc2n1Cc1ccco1	0%[76.3 µM]

Reformatted: results already given
Molecule | GAA glycogen mod
O=C(Nc1cccnc1Cl)c1cccc(S(=O)(=O)N2CCOCC2)c1 | -2%[76.3 µM]
CN(CC(=O)Nc1ccccc1Br)C(=O)c1ccc(COc2ccccc2)cc1 | 0%[76.3 µM]

Other compounds
SMILES	GAA glycogen mod
COc1cccc(CC(=O)N2CCC(n3nccc3NC(=O)C3CC3)CC2)c1	-5%[76.3 µM]
Cc1c(C)c(C)c(S(=O)(=O)NCCc2ccncc2)c(C)c1C	-8%
COc1ccc(/C=C(\NC(=O)c2ccc([N+](=O)[O-])cc2)C(=O)NCCCn2ccnc2)cc1	5%[76.3 µM]
O=C(NC1CCN(C(=O)NCc2ccccc2)CC1)c1ccc(F)cc1	1%
CN1CCN(S(=O)(=O)c2ccc3c(c2)CC(=O)N3C)CC1	-12%[76.3 µM]
NS(=O)(=O)c1ccc(CCNC(=O)CCS(=O)(=O)c2ccc(Br)cc2)cc1	-6%
O=C(c1ccccc1Oc1ccc([N+](=O)[O-])cc1)N1CCOCC1	1%[76.3 µM]
COc1ccc(C(=O)NC2CC2)cc1OC1CCN(Cc2cnn(C)c2C)CC1	3%[76.3 µM]
COc1ccc(-n2ccnc(SCC(=O)NC3CCCCC3)c2=O)cc1	-7%[76.3 µM]
CN1CCN(S(=O)(=O)c2cccc3nsnc23)CC1	-4%
Cc1ccc(C)c(OCC(=O)Nc2ccccc2C(=O)NC2CC2)c1	0%[76.3 µM]
CC(C)CC(=O)Nc1nnc(SCC(=O)Nc2nccs2)s1	-5%[76.3 µM]
CN1C(=O)NC(c2cccc(F)c2)C2=C1CC(C)(C)CC2=O (centres undefined)	1%
Cc1ccccc1C(=O)N1CCN(S(=O)(=O)c2ccccc2)CC1	-8%[76.3 µM]
CCOc1ccccc1NC(=O)Cc1cccs1	-3%[76.3 µM]
CCCc1cc(=O)oc2cc(OCC(=O)N3CCN(C(=O)C4COc5ccccc5O4)CC3)ccc12 (centres undefined)	6%[76.3 µM]
Cc1sc2nc(C3CC3)nc(N3CCN(C(=O)c4ccccc4F)CC3)c2c1C	2%

Only part of the results is shown, so the mix of outcomes need not match the whole.
